Assay outcomes from PubChem BioAssay.
Yp Topo-I inh: Yersinia pestis topoisomerase I inhibitors, primary screen, biochemical, cleavage product accumulation, plate reader, single point | DNA topoisomerase I (Yersinia pestis CO92) | 0.064% of 360,000 active | activity, % at 10 µM | Y. pestis Topo-I cleavage product accumulation; in the data active = activity above about 50%, passing the limit was not always enough; inconclusive = no clear call, values can overlap the other calls; note: inactives centre near 2
PfHsp40 rescue: rescue of yeast from PfHsp40 toxicity, primary screen, S. cerevisiae, ATP luminescence | S. cerevisiae expressing PfHsp40, growth rescue | growth rescue, % at 12.5 µM | 0.68% of 340,000 active; in the data active = growth rescue above about 28%, passing the limit was not always enough; inconclusive = no clear call, values can overlap the other calls;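 note: yeast W303a lacking pdr1 and pdr3 grown in galactose medium; growth measured after three days at 30 °C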
SARS 3CLpro inh: SARS-CoV 3CLpro protease inhibitors, primary screen, biochemical, quenched FRET; 0.14% of 290,000 active; inhibition, % at 6 µM; recombinant SARS-CoV 3CLpro, quenched FRET peptide cleavage; in the data active = inhibition above about 12%
MazF activator: activators of E. coli MazEF toxin-antitoxin RNase, primary screen, biochemical, fluorescence, uHTS. Endoribonuclease toxin MazF (Escherichia coli (strain K12)), P0AE70. FAM/BHQ RNA-DNA oligo cleavage fluorescence, 5 h. activation, % at 20 µM. 0.32% of 350,000 active. AID 504720, 2011; in the data active = activation above about 50%
TcdB inh: TcdB glycohydrolase inhibitors, primary screen, biochemical, single point, plate reader; TcdB glycohydrolase enzymatic assay; Toxin B (Clostridioides difficile), P18177; inhibition, % at 9.99 µM; 0.24% of 350,000 active; in the data active = inhibition above about 10%
Target sequence (P18177 whole entry, looked up): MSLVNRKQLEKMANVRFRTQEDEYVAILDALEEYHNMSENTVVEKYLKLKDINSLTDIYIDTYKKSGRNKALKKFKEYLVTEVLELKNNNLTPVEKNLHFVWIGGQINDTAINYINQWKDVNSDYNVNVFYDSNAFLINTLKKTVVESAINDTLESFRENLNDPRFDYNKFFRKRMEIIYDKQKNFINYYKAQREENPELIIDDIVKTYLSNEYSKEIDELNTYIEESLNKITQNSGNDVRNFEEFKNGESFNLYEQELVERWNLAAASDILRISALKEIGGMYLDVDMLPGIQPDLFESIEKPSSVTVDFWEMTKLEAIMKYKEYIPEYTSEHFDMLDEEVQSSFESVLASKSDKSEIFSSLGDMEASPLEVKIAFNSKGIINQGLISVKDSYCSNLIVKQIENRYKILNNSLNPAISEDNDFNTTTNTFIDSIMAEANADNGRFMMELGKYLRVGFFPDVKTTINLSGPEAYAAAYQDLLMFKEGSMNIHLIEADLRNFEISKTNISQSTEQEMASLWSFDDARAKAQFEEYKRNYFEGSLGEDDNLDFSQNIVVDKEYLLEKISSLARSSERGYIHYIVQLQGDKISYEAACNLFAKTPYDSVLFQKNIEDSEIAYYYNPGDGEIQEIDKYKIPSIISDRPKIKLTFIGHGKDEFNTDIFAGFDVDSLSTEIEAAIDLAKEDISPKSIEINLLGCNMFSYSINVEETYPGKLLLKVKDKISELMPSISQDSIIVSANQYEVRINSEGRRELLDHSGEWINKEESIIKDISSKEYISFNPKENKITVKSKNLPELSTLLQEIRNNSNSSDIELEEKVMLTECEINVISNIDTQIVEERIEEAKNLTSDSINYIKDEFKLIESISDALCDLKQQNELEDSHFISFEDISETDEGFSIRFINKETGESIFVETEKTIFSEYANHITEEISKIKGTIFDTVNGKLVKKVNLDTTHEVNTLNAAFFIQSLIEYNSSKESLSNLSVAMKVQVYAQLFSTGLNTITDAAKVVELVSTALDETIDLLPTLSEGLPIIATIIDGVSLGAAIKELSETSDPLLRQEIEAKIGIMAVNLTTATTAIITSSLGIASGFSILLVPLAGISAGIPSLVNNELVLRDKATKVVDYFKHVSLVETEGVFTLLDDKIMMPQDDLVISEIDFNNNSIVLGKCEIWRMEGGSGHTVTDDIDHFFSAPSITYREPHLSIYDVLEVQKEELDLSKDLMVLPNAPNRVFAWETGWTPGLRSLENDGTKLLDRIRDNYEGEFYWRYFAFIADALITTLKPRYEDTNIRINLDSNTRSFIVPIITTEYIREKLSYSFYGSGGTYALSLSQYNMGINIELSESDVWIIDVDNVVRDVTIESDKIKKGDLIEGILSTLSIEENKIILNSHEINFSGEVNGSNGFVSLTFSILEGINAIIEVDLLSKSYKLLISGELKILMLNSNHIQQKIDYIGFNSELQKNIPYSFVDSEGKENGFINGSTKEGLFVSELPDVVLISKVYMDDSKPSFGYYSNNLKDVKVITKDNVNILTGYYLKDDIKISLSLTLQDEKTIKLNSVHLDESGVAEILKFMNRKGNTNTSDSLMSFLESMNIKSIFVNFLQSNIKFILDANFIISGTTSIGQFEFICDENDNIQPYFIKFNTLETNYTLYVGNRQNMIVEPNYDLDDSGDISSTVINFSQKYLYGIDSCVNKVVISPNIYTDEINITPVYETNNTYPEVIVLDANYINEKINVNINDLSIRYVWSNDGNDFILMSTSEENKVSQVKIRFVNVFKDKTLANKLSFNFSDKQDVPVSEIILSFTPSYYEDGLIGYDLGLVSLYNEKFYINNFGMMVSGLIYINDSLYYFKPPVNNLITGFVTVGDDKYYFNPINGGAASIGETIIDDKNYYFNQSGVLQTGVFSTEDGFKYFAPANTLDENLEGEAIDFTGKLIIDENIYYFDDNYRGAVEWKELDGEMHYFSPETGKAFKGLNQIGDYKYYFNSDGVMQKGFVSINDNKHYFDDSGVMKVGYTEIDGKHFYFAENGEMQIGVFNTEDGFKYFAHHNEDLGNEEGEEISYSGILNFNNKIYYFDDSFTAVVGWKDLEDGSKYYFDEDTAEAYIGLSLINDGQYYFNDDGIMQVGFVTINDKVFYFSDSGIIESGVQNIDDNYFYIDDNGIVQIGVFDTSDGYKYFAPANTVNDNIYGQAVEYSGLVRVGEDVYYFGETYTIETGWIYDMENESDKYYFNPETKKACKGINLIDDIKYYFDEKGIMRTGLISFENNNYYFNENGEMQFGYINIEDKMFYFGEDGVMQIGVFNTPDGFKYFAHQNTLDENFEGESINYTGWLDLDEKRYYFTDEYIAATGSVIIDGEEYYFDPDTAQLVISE
PriA SSB inh: inhibitors of Klebsiella pneumoniae PriA binding to SSB C-terminal tail, primary screen, biochemical, AlphaScreen; PriA–SSB C-terminal tail interaction (Klebsiella pneumoniae); AlphaScreen SSBct-PriA binding, biotinylated peptide; inhibition, % at 33 µM; 0.6% of 430,000 active; AID 1272365, 2023; in the data active = inhibition mostly above about 37%, no sharp cut-off; inactive = mostly below about 20%;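 note: plate controls were negative control peptide for no effect and reference peptide for full effect; strong numbers were not always called active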
Rv3671c inh: Rv3671c serine protease inhibitors, primary screen, biochemical, fluorescence polarization, M. tuberculosis H37Rv | P9WHR9 | inhibition, % at 5.96 µM | 0.048% of 320,000 active; in the data active = inhibition above about 38%;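 note: extracellular domain of Rv3671c used as enzyme; 0% = enzyme with DMSO and 100% = no enzyme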
BH1578 lux ind: inducers of Vibrio cholerae quorum light production without autoinducers, primary screen, BH1578 luxS cqsA deficient, single point. 0.16% of 350,000 active. V. cholerae BH1578 lux reporter, luminescence, 6 h. AID 588436, 2011. activation, % at 18.7 µM; in the data active = activation mostly above about 9.7%, no sharp cut-off; inconclusive = no clear call, values can overlap the other calls; inactive = mostly below about 3.7%; note: not every result past the cut was called active; inactives centre near 0; reference of the scale not given here
DUSP3 inh: VHR1 phosphatase inhibitors, primary screen, biochemical, absorbance, uHTS; recombinant VHR phosphatase, pNPP absorbance; 0.52% of 290,000 active; inhibition, % at 13.3 µM; Dual specificity protein phosphatase 3 (Homo sapiens), P51452; in the data active = inhibition above about 50%; note: some compounds called inactive have numbers as strong as hits
Anthrax LF inh2: Bacillus anthracis LF protease inhibitors, primary screen, biochemical, multiplex microsphere, MLPCN library | Lethal factor (Bacillus anthracis), P15917 | multiplex microsphere protease cleavage assay | inhibition, % at 10 µM | 0.12% of 360,000 active | AID 588501, 2011; in the data active = inhibition above about 30%; inconclusive = no clear call, values can overlap the other calls; note: plate controls were buffer without enzyme for full effect and enzyme alone for no effect
An asterisk follows results filed as active; i = inactive; ? = inconclusive; / = no result given; & = joins results of further samples. These rows are one share of the data, so the mix of outcomes need not match the whole.

Keys – A = Yp Topo-I inh; B = PfHsp40 rescue; C = SARS 3CLpro inh; D = MazF activator; E = TcdB inh; F = PriA SSB inh; G = Rv3671c inh; H = BH1578 lux ind; I = DUSP3 inh; J = Anthrax LF inh2
CCCn1c2c(c(O)c(C(=O)Nc3ccc(OCC)cc3)c1=O)CCCC2
  A: -4	B: 0.3	C: 4	D: 5	E: /	F: -10	G: -8	H: i	I: 14	J: -8

Cc1nn(C)cc1C(C(=O)NC1CCCCC1)N(C(=O)Cc1cccs1)c1ccc(C(C)C)cc1 (stereo unspecified)
  A: 11	B: -0.1	C: 4	D: -4	E: /	F: -14	G: 7	H: 0.1	I: 40	J: -14

CS(=O)(=O)N(CC(=O)NC1CCCC1)Cc1ccc(Cl)cc1
  A: 14	B: -0.8	C: -6	D: 3	E: /	F: -10	G: 3	H: -0.2	I: -19	J: 0

Cc1c(C)n(CC(O)CNCCO)c2ccccc12 (stereo unspecified)
  A: -4	B: 1.2	C: 0	D: -6	E: -0.1	F: -7	G: -8	H: 0.9	I: 7	J: 1

CCOc1ccccc1NS(=O)(=O)c1cn(C)c(=O)n(C)c1=O
  A: /	B: /	C: 5	D: 14	E: /	F: -1	G: 4	H: /	I: 18	J: /

COc1cccc2cc(C(C)N(CCCN3CCOCC3)C(=S)Nc3cccc(C)c3C)oc12 (stereo unspecified)
  A: -3	B: -0.6	C: -1	D: 1	E: 1.3	F: 3	G: 1	H: 0.2	I: 13	J: -3

O=C1NCCCC2c3c(cc(Br)c(O)c3Br)OC12N1CCOCC1 (stereo unspecified)
  A: 6	B: 1.3	C: 1	D: 3	E: /	F: -6	G: 7	H: i	I: 8	J: 4

COC(=O)C1=NN(C(C)=O)C2(CC(=O)N(c3cccc(C)c3)C2=O)C1 (stereo unspecified)
  A: 5	B: -0.5	C: 7	D: 4	E: /	F: -4	G: 9	H: -0.7	I: 8	J: 1

COc1ccc(NC(=S)Nn2cnnc2)cc1OC
  A: -7	B: 1.2	C: 0	D: 0	E: /	F: -12	G: 0	H: -0.3	I: 30	J: -3

C=CC[C@@H](CC(=O)N(CCO)Cc1ccccc1)C(=O)N[C@@H](COC(=O)[C@@H](CC=C)CC(=O)OC(C)(C)C)Cc1c[nH]c2ccccc12
  A: 10	B: 3.9	C: /	D: -4	E: /	F: 5	G: -3	H: i	I: /	J: -6

CCn1c(SCC(=O)N2CCC(C)CC2)nnc1-c1ccc(S(=O)(=O)N2CCN(C)CC2)cc1
  A: 13	B: -0.1	C: -1	D: -2	E: /	F: 10	G: 1	H: -0.7	I: 42	J: ?

O=C(NC1CCCCCC1)c1c(O)c2ccccc2[nH]c1=O
  A: -3	B: 1.2	C: 0	D: 21	E: /	F: -4	G: 3	H: /	I: 11	J: -3

Cc1ccc(NC(=O)/C(=C/c2cccs2)NC(=O)c2ccco2)cc1
  A: -7	B: -0.4	C: 1	D: 8	E: /	F: -4	G: -14	H: -0.3	I: 13	J: -2

Cc1ccc2nc(NC(=O)CCCC(=O)O)sc2c1
  A: 10	B: -2.4	C: 0	D: 1	E: 0.5	F: -7	G: 0	H: i	I: 17	J: 2

Cc1cc(C(F)F)nn1CC(=O)NC1CCCCCC1
  A: 7	B: 0.9	C: -1	D: -6	E: -5.1	F: 1	G: -1	H: -0.9	I: -4	J: -3

Record cards, from the list above. Order of values: Yp Topo-I inh, PfHsp40 rescue, SARS 3CLpro inh, MazF activator, TcdB inh, PriA SSB inh, Rv3671c inh, BH1578 lux ind, DUSP3 inh, Anthrax LF inh2
CCn1c(SCC(=O)N2CCC(C)CC2)nnc1-c1ccc(S(=O)(=O)N2CCN(C)CC2)cc1 is listed as 13, -0.1, -1, -2, /, 10, 1, -0.7, 42, ?
Cc1c(C)n(CC(O)CNCCO)c2ccccc12 (stereo unspecified) is listed as -4, 1.2, 0, -6, -0.1, -7, -8, 0.9, 7, 1
COc1cccc2cc(C(C)N(CCCN3CCOCC3)C(=S)Nc3cccc(C)c3C)oc12 (stereo unspecified) is listed as -3, -0.6, -1, 1, 1.3, 3, 1, 0.2, 13, -3

Other compounds
Keys – A = Yp Topo-I inh; B = PfHsp40 rescue; C = SARS 3CLpro inh; D = MazF activator; E = TcdB inh; F = PriA SSB inh; G = Rv3671c inh; H = BH1578 lux ind; I = DUSP3 inh; J = Anthrax LF inh2
COc1ccc(/C=N/NC(=O)c2nnn(-c3nonc3N)c2CN(C)C2CCCCC2)cc1
  A: -11	B: 2.9	C: 7	D: 5	E: -0.6	F: /	G: -8	H: i	I: 20	J: -3

O=C(N/N=C/c1ccc(N2CCOCC2)cc1)c1ccc(NS(=O)(=O)c2cccs2)cc1
  A: -4	B: 0.5	C: -1	D: 2	E: -0.5	F: /	G: -19	H: -0.3	I: 7	J: -3

O=C(O)c1cnn(-c2ccccc2)c1-c1ccncc1
  A: 4	B: -1.5	C: -1	D: 1	E: 1.0	F: -6	G: -4	H: -0.8	I: 10	J: -12

COc1ccc(C(=O)/C=C/c2ccc(OC(=O)c3cc(OC)c(OC)c(OC)c3)cc2)cc1
  A: 18	B: 0.4&0.5	C: 3	D: -3	E: -1.1	F: 7	G: 2	H: -0.7&5.6	I: 8	J: -2

O=C1c2ccccc2C(=O)N1CCCCc1cn(C[C@H]2CC[C@H](Cn3cc(CCCCN4C(=O)c5ccccc5C4=O)nn3)O2)nn1
  A: 23	B: 1.5	C: /	D: 5	E: -0.3	F: 1	G: /	H: i	I: /	J: 2

COc1ccc(C(=O)c2c(C)oc3ccc(O)c(CN4CCOCC4)c23)cc1
  A: 19	B: -1.8	C: -1	D: -9	E: /	F: 23	G: 2	H: -0.7	I: -2	J: -9

COc1ccc(-c2sc(Nc3cccc4ccccc34)n[n+]2C)c(C)c1C
  A: 0	B: 0.0	C: /	D: -13	E: 1.6	F: -2	G: /	H: i	I: /	J: -6

COc1cc(C)ccc1S(=O)(=O)NC(=O)Cn1nnc(COc2ccc3c(c2)CCCC3)c1C
  A: 5	B: /	C: /	D: /	E: -0.9	F: /	G: /	H: -1.2	I: /	J: -5

O=C(N/N=C/c1ccccc1F)NC1CCCCC1
  A: 6	B: -1.4	C: 4	D: 6	E: /	F: /	G: 8	H: -0.3	I: 19	J: -1

O=C1C(=O)N(c2ccccn2)C(c2cccc(F)c2)/C1=C(/O)c1ccccc1 (stereo unspecified)
  A: -2	B: 0.0	C: 2	D: -13	E: /	F: /	G: -4	H: 0.6	I: 22	J: -2

COCCCNC(=S)NC(=O)c1ccc([N+](=O)[O-])cc1
  A: 8	B: -0.3	C: -1	D: 5	E: 0.4	F: 5	G: 4	H: i	I: -4	J: 0

CCOc1ccc(NC(=O)CN(C)C(=O)c2cc(-c3ccco3)nc3ccccc23)cc1OCC
  A: -1	B: 1.4	C: /	D: -2	E: 2.0	F: 12	G: /	H: -0.3	I: /	J: 4

O=C(CCSc1ccc(Br)cc1)Nc1cccnc1
  A: -8	B: -2.1	C: 3	D: 4	E: -0.2	F: -3	G: 1	H: -0.5	I: 10	J: -2

CCOC(=O)c1[nH]cnc1C(=O)Nc1ccc(F)cc1
  A: 0	B: -0.9	C: 5	D: -3	E: 0.4	F: 1	G: -5	H: -0.5	I: -14	J: -1

O=C(/C=C/c1ccc(F)cc1)Nc1cccc(S(=O)(=O)Nc2cccc(C(F)(F)F)c2)c1
  A: 26	B: -0.7	C: 6	D: 0	E: /	F: -1	G: -107	H: -0.3	I: 7	J: 4

Next results.
Keys – A = Yp Topo-I inh; B = PfHsp40 rescue; C = SARS 3CLpro inh; D = MazF activator; E = TcdB inh; F = PriA SSB inh; G = Rv3671c inh; H = BH1578 lux ind; I = DUSP3 inh; J = Anthrax LF inh2
Cc1ccc(CNC(=O)COC(=O)c2ccc(S(=O)(=O)N3CCCC3)cc2)cc1
  A: 6	B: -2.3	C: -3	D: 2	E: 0.5	F: -11	G: -9	H: 1.2	I: 22	J: 2

C/C(=N/Nc1nc(-c2ccccc2)cc(-c2ccc(F)cc2)n1)c1cccc(N)c1
  A: 6	B: -0.6	C: 0	D: -2	E: /	F: /	G: -14	H: -0.1	I: 10	J: -3

C/C(N)=C(/C#N)C(=O)CSc1ccccc1F
  A: -3	B: 0.1	C: 2	D: 6	E: 1.9	F: -12	G: -3	H: -0.4	I: 24	J: -6

CC(C)(C)n1ncc2c(=O)n(CC(=O)Nc3ccccc3)cnc21
  A: -1	B: -0.4	C: 3	D: -7	E: /	F: 2	G: -2	H: /	I: 19	J: 0

O=C(C#Cc1ccccc1)c1cccc([N+](=O)[O-])c1
  A: -7	B: 3.4	C: 3	D: 8	E: 1.0	F: 1	G: 1	H: i	I: 2	J: 3

CCOC(=O)c1ccc(CC(=O)c2ccc(O)c(O)c2O)o1
  A: 3	B: -0.8	C: -2	D: -10	E: -30	F: -5	G: /	H: 0.2	I: 17	J: -5

Cc1nc(Cl)c(C(=O)NCCC(C)C)c(C)c1[N+](=O)[O-]
  A: 4	B: 0.4	C: -6	D: 5	E: /	F: -20	G: -25	H: -0.4	I: 8	J: 0

O=C1C2CCCCC2C(=O)N1c1ccc(S(=O)(=O)Nc2ncccn2)cc1 (stereo unspecified)
  A: 7	B: 0.2	C: -2	D: 5	E: 1.4	F: -6	G: -1	H: -4.2	I: -3	J: -1

O=C(COC(=O)c1nc(Cl)ccc1Cl)NC1CCS(=O)(=O)C1 (stereo unspecified)
  A: 5	B: 0.4	C: /	D: -2	E: 0.5	F: -7	G: 3	H: i	I: /	J: 5

Cc1ccc(Cn2ccc(NC(=O)c3cc(-c4ccc(Br)cc4)on3)n2)cc1
  A: 5	B: 0.2	C: 1	D: -20	E: -0.1	F: 4	G: -15	H: -0.7	I: 23	J: -2

NC(=O)C1CCN(C(=O)c2ccc3c(=O)n(Cc4cccc(Br)c4)c(=S)[nH]c3c2)CC1
  A: 19	B: 1.7	C: -1	D: -2	E: 1.0	F: -2	G: -28	H: -1.3	I: 16	J: 5

O=C(NCc1ccccc1)c1c(O)c2ccccc2[nH]c1=O
  A: -4	B: -0.1	C: 3	D: -15	E: 1.7	F: -1	G: /	H: -3.1	I: 12	J: -2

CN(Cc1cnccn1)Cc1c(C(=O)N2CCc3ccccc3C2)nc2ccc(Cl)cn12
  A: 10	B: -1.9	C: 2	D: 1	E: 1.1	F: -1	G: 4	H: i	I: 8	J: 0

COc1ccc(C)cc1S(=O)(=O)N(C)CC(=O)N1CCCCCC1
  A: -1	B: 1.9	C: -4	D: 3	E: /	F: -1	G: 8	H: -0.4	I: 10	J: 0

CC(C)CNS(=O)(=O)c1ccc(CCC(=O)Nc2ccc3c(c2)OCO3)cc1
  A: -5	B: -1.0	C: 0	D: 1	E: /	F: -1	G: 0	H: i	I: 7	J: 3

CCOC(=O)CN1C(=O)S/C(=C/c2ccc(OC)c([N+](=O)[O-])c2)C1=O
  A: -5	B: 0.1	C: -2	D: 8	E: 0.4	F: 9	G: -2	H: i	I: -8	J: 1
